From PubChem
Polio RdRp inh – inhibitors of poliovirus RNA polymerase binding and polymerization | P03300 | poliovirus polymerase elongation, fluorescence polarization; hits give low values | % elongation, % (compound at 16.7 µg/mL) | hit rate 0.66% among 150,000; in the data active = % elongation below about 90%; also: some results filed as inactive read as strong as hits
Target sequence (P03300 1749-2209 limits assumed): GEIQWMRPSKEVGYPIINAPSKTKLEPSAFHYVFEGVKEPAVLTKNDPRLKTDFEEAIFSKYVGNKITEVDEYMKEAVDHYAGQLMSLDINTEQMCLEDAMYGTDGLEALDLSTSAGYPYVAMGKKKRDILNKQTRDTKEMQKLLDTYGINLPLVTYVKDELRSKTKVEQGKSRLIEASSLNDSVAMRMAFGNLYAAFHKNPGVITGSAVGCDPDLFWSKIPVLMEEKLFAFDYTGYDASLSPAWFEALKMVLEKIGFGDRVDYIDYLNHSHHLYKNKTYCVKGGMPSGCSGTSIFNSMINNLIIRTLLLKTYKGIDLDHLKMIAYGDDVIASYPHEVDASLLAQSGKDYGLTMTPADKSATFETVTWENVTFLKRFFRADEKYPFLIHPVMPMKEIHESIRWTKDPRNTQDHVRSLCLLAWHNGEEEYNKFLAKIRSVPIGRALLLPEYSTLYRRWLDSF
Polio RdRp inh FP z-score – second read-out of Polio RdRp inh, no call of its own (marks repeat the call); z-score; measured here: FP z-score; hits read low
* hit, by the source's call; & = joins results of further samples. These rows are one share of the data, so the mix of outcomes need not match the whole.

SMILES	Polio RdRp inh	Polio RdRp inh FP z-score
O=C(C1CCN(c2ncnc3c2nc2n3CCCCC2)CC1)N1CCN(c2ccccc2F)CC1	104	-0.4
O=C(Nc1ccc(Cl)cc1)N1CCC(c2nc(-c3ccc(F)cc3)no2)CC1	100	-0.2
CCOc1ccc(CNC(=O)c2nn(-c3ccc(OC)cc3)c(=O)c3c2c2ccccc2n3C)cc1	114	1.7
COC(=O)c1cc2nc3c(c(C(F)(F)F)n2n1)CCc1ccccc1-3	102	1
Cc1noc(C)c1COc1cccc(C(=O)N2CCC(C(N)=O)CC2)c1	104	0.4
Fc1ccc(-c2nc3ncccc3o2)cc1	102	0.3
Fc1ccccc1C1=NC(c2ccc(C(F)(F)F)cc2)=Nc2ccccc2N1	109	0.2
Cc1nn(-c2ccc(N3CCOCC3)nn2)c(C)c1CCC(=O)NCc1ccc(Cl)cc1	104	-0.4
O=C(NCC1CC1)Nc1ccc(Cl)cc1	100	-0.2
O=C(N[C@@H](CO)[C@H](O)c1ccc([N+](=O)[O-])cc1)C(Cl)Cl	101	0.4
Cc1nc2c3cc(F)ccc3n(C)c2s1	101	-0.1
CCOC(=O)CC(NS(=O)(=O)c1ccc2[nH]c3c(c2c1)CCCC3)c1ccccc1Cl (stereo not drawn)	102	-0.5
COc1ccc(CC(=O)NCCc2sc(-c3ccc(Cl)cc3)nc2C)cc1OC	102	-1.2
CCC(c1nnc(SCC(=O)c2ccccc2)n1Cc1ccccc1)N(C)C (stereo not drawn)	99	-0.6
Cc1cc(C)nc(Oc2ccc(Br)cc2Br)n1	101	-0.2
Cc1cc(N)n(C2CCOC(C)(C)C2)n1 (stereo not drawn)	106	0.3
Cc1ccc(O)c(C(C)(C)C)c1	101	-0.1
CCC(=O)N1CCc2cc(Br)cc(S(=O)(=O)N3CCN(c4cc(C)ccc4C)CC3)c21	106	0.3
Cc1csc2nc(O)c(C(=O)NCCCN3CCOCC3)c(=O)n12	97	-1.9
CCOC(=O)NC1C=CS(=O)(=O)C1 (stereo not drawn)	100	-0.3
Cc1c(Cl)cccc1NC(=O)Cn1cnc2nc3c(cc2c1=O)CCCC3	110	0.7
O=c1c2ccccc2nnn1CSc1ncnc2sccc12	104	0.2
Cc1cc(C)c2c(n1)sc1c(=O)n(-c3cc(Cl)ccc3C)nnc12	113	1.1
O=C(OCC(=O)N1CCCCC1)c1ccc(O)cc1	102	0
N#Cc1cn(-c2ccccc2)nc1-c1cccs1	103	0.3

Single records, from the list above. Values in the order: Polio RdRp inh	Polio RdRp inh FP z-score
`O=C(NCC1CC1)Nc1ccc(Cl)cc1` is entered as 100	-0.2
`O=C(OCC(=O)N1CCCCC1)c1ccc(O)cc1` is entered as 102	0

Structures above that have a halogen (15):
SMILES	Polio RdRp inh	Polio RdRp inh FP z-score
O=C(C1CCN(c2ncnc3c2nc2n3CCCCC2)CC1)N1CCN(c2ccccc2F)CC1	104	-0.4
O=C(Nc1ccc(Cl)cc1)N1CCC(c2nc(-c3ccc(F)cc3)no2)CC1	100	-0.2
COC(=O)c1cc2nc3c(c(C(F)(F)F)n2n1)CCc1ccccc1-3	102	1
Fc1ccc(-c2nc3ncccc3o2)cc1	102	0.3
Fc1ccccc1C1=NC(c2ccc(C(F)(F)F)cc2)=Nc2ccccc2N1	109	0.2
Cc1nn(-c2ccc(N3CCOCC3)nn2)c(C)c1CCC(=O)NCc1ccc(Cl)cc1	104	-0.4
O=C(NCC1CC1)Nc1ccc(Cl)cc1	100	-0.2
O=C(N[C@@H](CO)[C@H](O)c1ccc([N+](=O)[O-])cc1)C(Cl)Cl	101	0.4
Cc1nc2c3cc(F)ccc3n(C)c2s1	101	-0.1
CCOC(=O)CC(NS(=O)(=O)c1ccc2[nH]c3c(c2c1)CCCC3)c1ccccc1Cl (stereo not drawn)	102	-0.5
COc1ccc(CC(=O)NCCc2sc(-c3ccc(Cl)cc3)nc2C)cc1OC	102	-1.2
Cc1cc(C)nc(Oc2ccc(Br)cc2Br)n1	101	-0.2
CCC(=O)N1CCc2cc(Br)cc(S(=O)(=O)N3CCN(c4cc(C)ccc4C)CC3)c21	106	0.3
Cc1c(Cl)cccc1NC(=O)Cn1cnc2nc3c(cc2c1=O)CCCC3	110	0.7
Cc1cc(C)c2c(n1)sc1c(=O)n(-c3cc(Cl)ccc3C)nnc12	113	1.1

Back to the main list, repeating the 2 entries before the break.
SMILES	Polio RdRp inh	Polio RdRp inh FP z-score
O=C(OCC(=O)N1CCCCC1)c1ccc(O)cc1	102	0
N#Cc1cn(-c2ccccc2)nc1-c1cccs1	103	0.3
CCOc1ccc(CCNC(=O)C2CCN(Cc3nc(-c4ccc(OC)c(OC)c4)oc3C)CC2)cc1OCC	107	0.3
Cc1ccc(NC(=O)c2oc3ccc4c(c3c2C)C(=O)CC(C)(C)O4)c(C)c1	110	0.5
COc1cc(Cl)c(NC(=O)CCn2ccc(C)n2)c(OC)c1	100	-0.5
O=C(CSc1nnc2ccccn12)N1CCCC1	104	0.2
O=C(Nc1c(C(=O)N2CCN(c3ccccc3)CC2)oc2ccccc12)c1ccc(Br)o1	110	0.5
O=C(c1ccc(Nc2nc3ccccc3n3cnnc23)cc1)N1CCN(C2CCCCC2)CC1	99	-0.2
Cc1ccc2oc(=O)c(C(=O)O)cc2c1	102	0.1
O=C(NC1CCCCC1)C1c2ccccc2C(=O)N1Cc1ccc2c(c1)OCO2 (stereo not drawn)	104	1.1
COc1ccc(SS(=O)(=O)c2ccc(OC)c(NC(C)=O)c2)cc1NC(C)=O	102	0.1
N#Cc1cccc(NC(=O)CN2CCc3ccccc32)c1	103	0
CCc1ccc(NS(=O)(=O)c2ccc3[nH]cc(C(=O)N(CC)CC)c(=O)c3c2)cc1	101	0.3
Clc1ccc(-c2nc(N3CCN(Cc4ccc5c(c4)OCO5)CC3)c3ccccc3n2)cc1	101	0
COC(=O)c1sccc1NC=C(C#N)C#N	103	0.2
NC(=O)CCS(=O)(=O)c1ccc(Cl)cc1	104	0.3
COc1ccc(OC)c(Nc2nc(-c3cccc(Cl)c3)c3c(n2)-c2ccccc2OC3)c1	105	0.5
CCc1nn2c(=O)cc(COC(=O)c3ccccc3NC(=O)c3ccc(C(C)(C)C)cc3)nc2s1	110	1
O=C1CC(CSc2nnnn2-c2ccccc2)=NN1c1ccccc1	100	-0.2
CC(C)Cn1c(=O)c(C#N)cc2c(=O)n3ccccc3nc21	103	0
O=C(COc1ccccc1)N1CCN(Cc2ccc(Br)cc2)CC1	101	-0.3
CC(=O)Nc1ccc(OC(=O)c2ccco2)cc1	101	0.2
CN(Cc1ccc(C(F)(F)F)cc1)c1ccc(S(=O)(=O)N2CCCC2)cn1	104	0.6
C/C(=N\S(=O)(=O)c1ccc(C)cc1)Nc1ccc(O)c(C)c1	104	0.1
COc1ccc(-c2nc(C)c(CCNS(=O)(=O)c3cc(C)c(C)cc3C)s2)cc1	99	-2
O=C(CN(CC(=O)N1CCOCC1)S(=O)(=O)c1ccc2ccccc2c1)N1CCOCC1	102	-0.1
Nc1cccc(-c2csnn2)c1	104	0.9
SMILES	Polio RdRp inh	Polio RdRp inh FP z-score
O=C1COc2ccc(-c3cc(-c4ccccc4)c4c(n3)-c3ccccc3OC4)cc2N1	109	1.2
C[C@]12CC[C@H](O)C[C@H]1CC[C@@H]1[C@@H]2C[C@@H](O)[C@]2(C)[C@@H](C3=CC(=O)OC3)CC[C@]12O	99	-0.1
Cc1ccc(C)n1/N=C1\NC(=O)CS1	102	0.1
CCCc1nn2c(=O)cc(COC(=O)c3ccccc3NC(=O)COc3ccccc3F)nc2s1	107	0.1
CC(C)Cn1c(N2CCN(C(=O)c3sc4ccccc4c3Cl)CC2)nc2ccccc21	104	0.4
Cc1cnc(C(=O)OCc2cc(Cl)c3c(c2)OCCO3)cn1	107	0.6
Cc1ccc2nc(NCc3ccccc3)c3nncn3c2c1	102	-0.6
CCCCN(C(=O)CC1CCCC1)c1c(N)n(Cc2ccccc2)c(=O)[nH]c1=O	97	-0.8
CCCCn1c(CCC(=O)OCC(=O)Nc2ccc(OC)cc2)nc2cc(S(=O)(=O)N3CCOCC3)ccc21	105	0
Cc1ccc(CS(=O)Cc2ccc(C(=O)NCc3ccccc3Cl)o2)cc1 (stereo not drawn)	108	0.3
CC1(C)CC(=O)C2=C(C1)c1c(ccc3ncccc13)NC2C1CC=CCC1 (stereo not drawn)	102	0.2
CCCN(Cc1cccs1)C(=O)Nc1cc(C)cc(C)c1	105	-0.4
CCCc1cc2c(cc1N)OCO2	100	-0.3
CC(C)CCNC(=O)c1cccc2c1SCCC2=O	105	0.6
Cc1c2c(=O)n(-c3ccccc3)[nH]c2cc(=O)n1Cc1ccccc1	97	-2.2
COc1ccc(S(=O)(=O)NCC(c2ccc(N(C)C)cc2)N2CCc3ccccc32)cc1 (stereo not drawn)	108	0.3
CCc1ccc(NC(=O)NC(C)(C)C)cc1	104	0.3
O=C(O)C1CC=CCC1C(=O)N1CC=C(c2ccccc2)CC1 (stereo not drawn)	104	0.4
C=C(C)CSc1nc2ccc(Br)cc2c(=O)n1CC(C)O (stereo not drawn)	104	0.2
CCCCNC(=O)c1cc(=O)[nH]c2ccccc12	103	0.3
NS(=O)(=O)c1ccc(CCn2c(=S)[nH]c3ccccc3c2=O)cc1	100	-0.4
COc1ccc(-c2noc(CN(C(=O)Nc3cccc(C)c3)C(C)C)n2)cc1	102	-0.6
O=C1CCc2cc(S(=O)(=O)Nc3ccccc3)cc3c2N1CCC3	105	1
COC(=O)c1ccc(C(=O)Nc2ccc3nc(-c4ccccn4)[nH]c3c2)cc1	101	0
Oc1ccc(NCc2ccc(OCc3ccccc3)cc2)cc1	97	-1.4
SMILES	Polio RdRp inh	Polio RdRp inh FP z-score
CC(C)(C)NCC(O)c1ccc(O)c(CO)c1 (stereo not drawn)	98&96	-0.4&-0.8
CCCN(C(=O)c1cc2c(s1)-c1ccccc1SC2)c1ccccc1F	110	0.9
O=C(Nc1ccc(NC(=O)C2CCCCC2)nc1)C1CC1	101	0
Cc1ccccc1CNCc1c(C(=O)O)c(C)n(Cc2ccc(F)cc2Cl)c1C	103	-0.6
O=C(Cn1nnc(-c2cccc(C(F)(F)F)c2)n1)N(C1CCCC1)C1CCS(=O)(=O)C1 (stereo not drawn)	96	-0.5
CCn1c(SC/C(O)=C(\C#N)C(=O)NCc2ccccc2)nnc1-c1cccs1	107	0.5
CN(Cc1ccccc1)C(=O)Cc1ccccc1	102	0.1
CC(C)N(Cc1ccccc1)C(=O)CN1C(=O)CSc2ccc(S(=O)(=O)N3CCCC3)cc21	113	-0.2
COc1ccc(-c2nn(-c3ccccc3)cc2CSC(=N)N)cc1OC	100	-0.7
COC(=O)c1ccccc1NC(=O)c1cc[n+]([O-])cc1	101	-0.2
Cc1ccc(-c2nonc2NC(=O)c2ccco2)cc1C	104	-0.4
CCOc1ccc(NS(=O)(=O)c2ccc3[nH]cc(C(=O)N(C)C4CCCCC4)c(=O)c3c2)cc1	107	0.1
O=C(CCCSc1nc2scc(-c3cccs3)c2c(=O)n1-c1ccccc1)N1CCOCC1	90	-2.2
CCc1nnc(SCC(=O)Nc2ccc(Cl)cc2F)c2cc3occc3n12	110	0.5
CSc1c(C#N)c(-c2cc(C(C)(C)C)oc2C)nn1-c1ccccc1	103	-0.1
CC(C)=CCC/C(C)=C/C1OCCCO1	102	0.2
Cc1ccccc1-c1nnc(CN2CCc3ccccc3C2)o1	99	-0.1
CCc1nn(CC(=O)N2CCCCC2)c(=O)c2cc3sc(C)cc3n12	114	1.1
CCOC(=O)c1c(C)noc1-c1csc(COc2cccc(Cl)c2)n1	99	-0.6
Nc1ccc(CCc2nc3ccccc3o2)cc1	101	-0.2
COc1ccc(-c2cc3nc(C)c(CCC(=O)NCCc4ccc(Cl)cc4)c(C)n3n2)c(OC)c1	112	1.4
Cc1oc(-c2ccc(Cl)cc2)nc1CN1C(=O)CN=C(c2ccccc2)c2ccccc21	107	0
O=C(CSCC(=O)c1ccc2c(c1)Cc1ccccc1-2)Nc1ccccc1	104	0.1
CCN(c1cccc(C)c1)S(=O)(=O)c1ccc(N2CCCCS2(=O)=O)cc1	102	-0.1
CNC(=O)C1c2ccccc2Oc2ccccc21	103	0.2
SMILES	Polio RdRp inh	Polio RdRp inh FP z-score
Cc1cccc(NC(=O)Cn2cc(C(=O)c3ccccc3)c3ccccc32)c1	104	-0.1
O=C(C1CCC1)N1CCc2cc(S(=O)(=O)N3CCN(c4ccccc4)CC3)ccc21	112	0.9
Cc1oc(-c2cccc(Cl)c2)nc1CN1CCC(C(=O)NCCCN2CCN(c3cccc(Cl)c3)CC2)CC1	108	0.4
CCOC(=O)c1sc2ccccc2c1S(=O)(=O)Nc1ccc(OC)c(Cl)c1	109	0.7
CCCN(CCC)CCNc1cc(C)nc2c(-c3ccccc3OC)c(C)nn12	104	0.9
COc1ccc(C)cc1NC(=O)N1CC(C)Sc2ccccc21 (stereo not drawn)	102	-1.2
CSc1ccccc1C(=O)Nc1ccc(S(=O)(=O)N2CCCC2)cc1	110	1
COC(=O)c1cc2oc(C)cc2n1CC(=O)N1CC(C)CC(C)C1 (stereo not drawn)	107	2.1
N#CC(C#N)c1ccc(C(F)(F)F)cn1	99	-1.4
COc1ccc(-c2cc(C3CC3)c(C#N)c(N)c2C#N)cc1	108	0.2
CCOc1ccc(NC(=O)Cn2nnc(C(=O)NCCc3ccccc3)c2N)cc1	112	0.9
COc1ccc(CN(C(=O)c2ccc(CN3CCOCC3)o2)C(C(=O)NCC2CCCO2)c2ccc(F)cc2)cc1 (stereo not drawn)	100	-0.3
CC(C)OC(=O)c1cc2c(ccn2C)n1CC(=O)N1CCN(c2ccccc2F)CC1	103	0.4
Cc1cccc(NC(=O)c2cc(S(=O)(=O)N3CCN(c4ccccc4F)CC3)ccc2F)c1C	109	0.2
CCC(C(=O)Nc1ccccc1C(=O)OC)n1c(C)c2cnn(-c3ccccc3)c(=O)c2c1C (stereo not drawn)	104	-0.5
CCOc1ccc(NC(=O)c2oc3ccccc3c2NC(=O)c2cc3ccccc3o2)cc1	104	-0.1
N#CSc1ccc(N)cc1	99	-0.6
COc1ccc(Cn2c(C(=O)O)c(CNCCc3cccs3)c3ccc(OC)cc32)cc1	113	1.2
Cc1cc(S(=O)(=O)NCc2ccccc2)ccc1OCC(=O)N1CCOCC1	99	-0.8
COC(=O)CCN1C(=O)/C(=C\c2ccc(O)c(OC)c2)SC1=S	113	2.3
Cc1nc(N)nc(C)c1CCC(=O)O	102	0.1
